PGE2 EP2 inh – blocks the human prostaglandin E2 receptor EP2 | C6 glioma cells expressing human EP2, cAMP TR-FRET; cells stimulated with saturating PGE2 | inhibition, % at 25 µM | 260,000 tested, 0.52% active;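 active = percent inhibition above 40 after rounding to a whole number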;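 also: rat C6 glioma host cells with rolipram phosphodiesterase inhibitor present; the protocol text gives 20 µM as final concentration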
Target sequence (P43116 whole entry, looked up): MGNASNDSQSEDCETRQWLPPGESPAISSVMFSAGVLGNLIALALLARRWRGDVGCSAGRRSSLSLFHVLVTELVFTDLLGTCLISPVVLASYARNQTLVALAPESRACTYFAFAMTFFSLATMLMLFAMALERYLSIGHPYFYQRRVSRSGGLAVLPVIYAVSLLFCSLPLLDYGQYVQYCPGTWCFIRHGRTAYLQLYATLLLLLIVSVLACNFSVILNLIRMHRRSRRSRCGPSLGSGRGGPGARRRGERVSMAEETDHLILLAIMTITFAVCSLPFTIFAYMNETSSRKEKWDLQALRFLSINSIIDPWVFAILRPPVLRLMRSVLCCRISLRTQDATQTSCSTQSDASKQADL
EP2 mod – modulates human prostaglandin E2 receptor EP2 signaling | P43116 | EP2-expressing cells, cAMP HTRF FRET, PGE2 co-stimulation | induction, % at 25 µM | 260,000 tested, 0.83% active | AID 940;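 active = compounds whose cAMP rise, as percent of the full-agonist control response, exceeds 60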;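 also: rat C6 glioma line stably carrying human EP2 under a CMV promoter; the protocol text gives 20 µM as final concentration; 100% = response of wells given 1 µM PGE2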
* hit, by the source's call; & = joins results of further samples.

Molecule	PGE2 EP2 inh	EP2 mod
[N-]=[N+]=CC(=O)CC[C@H](N)C(=O)O	12	7
C=CCSc1nc2ccccc2c(=O)n1-c1ccccc1C	5	78*
O=C1c2ccccc2-c2cccc3cccc1c23	6	47
C=CCOc1c(CN2C3CCC2CC(O)(c2nccn2C)C3)cccc1OC (configuration not stated)	7	-19
c1ccc(C[N+]23CN4CN(CN(C4)C2)C3)cc1	6	13
CCCSc1ncc(CN2C3CCC2CC(O)(c2ccc(F)cc2)C3)cn1 (configuration not stated)	10	-40
COc1ccc(C[C@H]2NC[C@H](O)[C@H]2OC(C)=O)cc1	8&15	14
Cc1ccc(-c2nc(C)sc2CC(=O)N2CCCCC2CN2CCCC2)c(C)c1 (configuration not stated)	7	-52
CN1CC(CNC(=O)OCc2ccccc2)CC2c3cccc4c3c(cn4C)CC21 (configuration not stated)	14	-48
NS(=O)(=O)c1ccc(-c2ccc([As](=O)(O)O)cc2)cc1	45*	19
COC1CC(O[C@H]2CC[C@]3(C=O)C4CC[C@]5(C)C(C6=CC(=O)OC6)CC[C@]5(O)C4CC[C@]3(O)C2)OC(C)C1O (some centres not stated)	12	6
c1ccc(CCN2CCOCC2)nc1	10	-18
C=CCN1CC[C@]23c4c5ccc(O)c4OC2C(=O)CC[C@@]3(O)[C@H]1C5 (some centres not stated)	7	12
CN1CCc2cccc(Cl)c2CC1	15	-5
COc1cc(C(O)CN)ccc1O (configuration not stated)	12	21
CC1CN2CCC3=C(CCCC3)C2(C)C1 (configuration not stated)	12	-33
NNc1nncn1N	10	3
O=c1c2ccccc2nc(/C=C/c2ccccn2)n1-c1ccccc1	18	2
Cc1cccc(OCC(=O)N2CCN(C(C)C)CC2)c1	9	2
NC(CCl)=N[C@H]1CN2CCC1CC2	12	34
CCCOc1ccccc1CN1C2CCC1CC(O)(c1nccn1C)C2 (configuration not stated)	4	-3
CC(C)(C)c1cc(O)ccc1O	10	19
CN1CCN(C(=O)COc2cccc3ccccc23)CC1	16	-52
CCN(CC)CCn1ncc2c(N)ncnc21	10	19
O=C1CC2(CCNCC2)Oc2ccc(Cl)cc21	3	-78
CCN(CC)C(=O)N[C@@H]1C[C@@H]2c3cccc4[nH]cc(c34)C[C@H]2N(C)C1	9	4
COc1cc(OC)c2c(c1)O[C@H](c1ccc(OC)c(OC)c1)[C@@H](O)C2	15	10
Cc1ccc(C)c(-c2nc(C)sc2CC(=O)N2CCCCC2CN2CCCC2)c1 (configuration not stated)	9	-22
N#CC(C#N)=Cc1cc(O)c(O)c(O)c1	16	6
COc1cccc(C2(O)CCNCC2)c1	10	-6
COc1cc2c(cc1OC)C(C)NCC2 (configuration not stated)	9	7
O=C(Nc1cc[c]([Sb](=[O])([OH])[OH])cc1)c1ccccc1	13	21
Cc1cc(C)c(O)c(CN2C3CCC2CC(O)(c2ccccc2F)C3)c1 (configuration not stated)	4	4
O=C(Cc1ccc(Cl)c(Cl)c1)N1CCCCC1CN1CCCC1 (configuration not stated)	7	-13
COC(=O)COc1ccc(Cl)cc1Cl	11	11
S=P(C1CCCCC1)(C1CCCCC1)[C@H](c1cccnc1)N1CCCC1	39	34
c1ccc(CCNCc2cccs2)cc1	16	-17
CCCCC/C=C\C/C=C\C/C=C\C/C=C\CCCC(=O)NCC(=O)O	12	23
CN(CCC(N)CC(=O)N[C@H]1C=CC(n2ccc(N)nc2=O)O[C@@H]1C(=O)O)C(=N)N (some centres not stated)	10	-8
CCCN1CCC[C@H](c2cccc(O)c2)C1	11	13
N[C@@H](Cn1ccc(=O)[nH]c1=O)C(=O)O	19	13
N[C@@H](Cc1ccccc1)P(=O)(O)O	12	14
Cc1ccc(C2=CCN(CC(=O)Nc3ccc4c(c3)OCO4)CC2)o1	13	-117
O=C1NCN(c2ccccc2)C12CCN(CC1COc3ccccc3O1)CC2 (configuration not stated)	10	-2
Clc1ccccc1CN1CCNCC1	7	-19
CCS(=O)(=O)Nc1cccc(C(=C2CCCCC2)c2cnc[nH]2)c1	7	10
CCC1(CCSC(=N)N)C(=O)NC(=O)NC1=O	8	-7
CC1C[C@H]2CC(=O)[C@H]3CCCN4CCC[C@H]2[C@]34C1 (some centres not stated)	15	10
NCc1cc(=O)[nH]o1	7	-11
Cc1cccc(Nc2nc(CC(=O)N(CCN(C)C)C3CCN(C)CC3)cs2)c1	6	-76
O=c1ccc2c(O)c3ccoc3cc2o1	9	8
C=C(C)c1ccccc1 (tested in a mixture with another compound)	55*	10
CN1CC=C(/C=C/c2c[nH]c3ccccc23)CC1	10	-109
C[N+](C)(C)CC(=O)[O-]	12	0
C=C(C)[C@H]1CN[C@H](C(=O)O)[C@H]1CC(=O)O	13&14	11
O=C1CN=C(c2ccc(Br)cc2)c2c(sc3c2CCCC3)N1CCN1CCOCC1	10	31
O=C1NC(=O)C(=O)C(=O)N1	6	-3
CC(=O)C1CC[C@H]2C3CC[C@H]4C[C@H](O)CC[C@]4(C)C3CC[C@]12C (some centres not stated)	19	50
CCCC[N+]1(C)C2CC(OC(=O)[C@H](CO)c3ccccc3)CC1C1OC12 (some centres not stated)	7	-1
COc1cc2ccccc2c2cc([N+](=O)[O-])oc12	5	5

The listing continues:
Molecule	PGE2 EP2 inh	EP2 mod
CCCOc1c(CN2C3CCC2CC(O)(c2ccc(F)cc2)C3)cccc1OC (configuration not stated)	7	-26
C=CCc1ccc(OC)cc1	8	22
C=CCNC(=O)CN1C2CCC1CC(O)(c1ccccn1)C2 (configuration not stated)	3	4
C=Cn1cc(CN2C3CCC2CC(O)(c2nccn2C)C3)c(C)n1 (configuration not stated)	5	-7
C[C@H](c1ccccc1)N1CCN([C@@H](C)c2ccccc2)CC1	13	13
NCC(=O)c1ccccc1	10	26
CCNC(=O)[C@H]1O[C@@H](n2cnc3c(N)ncnc32)C(O)[C@H]1O (some centres not stated)	9	16
O=C(NC(=O)c1ccccc1Cl)Nc1ccc(OC(F)(F)F)cc1	7	17
COc1c(CC=C(C)C)c2c(c3oc(=O)c(-c4ccc(O)cc4)c(O)c13)C=CC(C)(C)O2	10	-3
Cc1cc(Cl)cc2c1NC(c1cccnc1)C1CC=CC21 (configuration not stated)	6	9
NCC(N)C(=O)c1ccccc1 (configuration not stated)	9	3
Cc1[nH]c2ccccc2c1C1N2CC3(C)CN1CC(C)(C2)C3 (configuration not stated)	9	-42
COc1ccc(CN2C3CCC2CC(O)(c2ccccc2F)C3)cc1OC(C)C (configuration not stated)	6	-13
c1cc2c(c(NC3=NCCN3)c1)CCCC2	43*	-12
CCCN(CCC)[C@@H]1CCc2c(F)ccc(O)c2C1	14	14

7 entries picked at random from those above, as already listed:
Molecule	PGE2 EP2 inh	EP2 mod
CCN(CC)CCn1ncc2c(N)ncnc21	10	19
C=C(C)c1ccccc1 (tested in a mixture with another compound)	55*	10
N#CC(C#N)=Cc1cc(O)c(O)c(O)c1	16	6
O=C1c2ccccc2-c2cccc3cccc1c23	6	47
c1ccc(CCN2CCOCC2)nc1	10	-18
c1ccc(CCNCc2cccs2)cc1	16	-17
CN1CC=C(/C=C/c2c[nH]c3ccccc23)CC1	10	-109

Next section.
Molecule	PGE2 EP2 inh	EP2 mod
COc1ccc(CN2CCN(C(=O)COc3ccc(C)cc3)CC2)c(OC)c1	9	-108
COc1ccc(-c2nc(C)sc2CC(=O)N(CCN(C)C)C2CCCC2)cc1	3	-12
COCCc1ncc(CN2C3CCC2CC(O)(c2cccc(F)c2)C3)cn1 (configuration not stated)	5	-28
O=C1C(Cl)=C(Cl)C(=O)C(Cl)=C1Cl	109*	-36
O=C(O)C[C@H]1OCC=C2CN3CC[C@]45C6=CC(=O)C(=O)C([N+](=O)[O-])=C6N[C@H]4[C@H]1[C@H]2C[C@H]35	41*	-9
Cc1[nH]c2ccc(F)cc2c1CC(=O)N(CCN(C)C)Cc1ccccc1F	5	-81
O=C1CN(O)C(c2ccccc2)=c2cc(Cl)ccc2=N1	13	7
O=C1CCCN1C(=O)c1cccnc1	19	20
CCN(CC)/[N+]([O-])=N/O	9	25
N#CC1=C(N)Oc2c(c(=O)oc3ccccc23)C1c1ccc2c(c1Cl)OCO2 (configuration not stated)	6	-6
CC(=O)O[C@H]1CC[C@@]2(C)C(=CCC3C2CC[C@]2(C)C(=O)CCC32)C1 (some centres not stated)	14	47
COc1ccc2[nH]c3c(c2c1)CCNC3	13	0
O=[N+]([O-])c1cc([As](=O)(O)O)ccc1O	10	18
CN(CCOc1ccc(CC2SC(=O)NC2=O)cc1)c1ccccn1 (configuration not stated)	20&12&13	33
COc1ccc(OCC(=O)N2CCN(C3CCCCC3)CC2)cc1	6	-27
CN[C@H](Cc1ccccc1)c1cccc(OC)c1O	9	-9
CC(C)c1nccn1Cc1ccc(Cl)cc1Cl	-2	106*
COC(=O)[C@@H]1C(=O)[C@H](C(=O)OC)[C@@H]2CC[C@H]1N2C	43*	45
CCCCc1ccc(C(=O)O)nc1	11	23
C#CCOc1ccc(CN2C3CCC2CC(O)(c2ccc(OC)cc2)C3)cc1OC (configuration not stated)	6	-24
COc1ccc2c(c1)C13CCCCC1C(C2)N(C)CC3 (configuration not stated)	19	5
CC(=O)OCC1=C(C(=O)[O-])N2C(=O)[C@@H](NC(=O)CCC[C@@H](N)C(=O)[O-])[C@H]2SC1.[Zn+2]	9	-16
CC1=C(O)C(=O)C=C2C1=CC=C1[C@@]2(C)CC[C@@]2(C)[C@@H]3C[C@](C)(C(=O)O)CC[C@]3(C)CC[C@]12C	110*	-41
COc1ccc(CN2CCN(C(=O)COc3ccc(C)cc3)CC2)c(OC)c1OC	14	-57
O=C(COc1ccc(Cl)cc1)N1CCN(C2CCCC2)CC1	17	-75
Cc1cccc(Nc2nc(CC(=O)N(C)CCN3CCCCC3)cs2)c1	2	-29
N#Cc1c(Cl)cccc1Cl	14	26
CN(C)[C@@H]1C(=O)C(C(N)=O)=C(O)[C@@]2(O)C(=O)C3=C(O)c4c(O)ccc(Cl)c4[C@@](C)(O)[C@H]3C[C@@H]12	8	-3
CN(CCc1ccccc1)Cc1nc2ccccc2c(=O)[nH]1	6	-20
CC1=NN=C(c2ccc(N)cc2)c2cc3c(cc2C1)OCO3	9	-11

Complete entries as entered above. Order of screens: PGE2 EP2 inh	EP2 mod
N#Cc1c(Cl)cccc1Cl reads 14	26
CN(CCc1ccccc1)Cc1nc2ccccc2c(=O)[nH]1 reads 6	-20
CC1=NN=C(c2ccc(N)cc2)c2cc3c(cc2C1)OCO3 reads 9	-11
CN[C@H](Cc1ccccc1)c1cccc(OC)c1O reads 9	-9

Further records
Molecule	PGE2 EP2 inh	EP2 mod
CC1(C)CCC(C)(C)c2c1ccc(O)c2Cc1c(O)ccc2c1C(C)(C)CCC2(C)C	45*	23
CCCCOC(=O)c1ccccc1C(=O)OCCCC	8	37
CN1C2CCC1CC(OC(c1ccccc1)c1ccc(Cl)cc1)C2 (configuration not stated)	17	-46
NC[C@@H](Cc1ccccc1)P(=O)(O)O	6	16
CS(=N)(=O)CC[C@H](N)P(=O)(O)O (some centres not stated)	12	18
O=C(O)CC[n+]1ccc(-c2cc[n+](CCC(=O)O)cc2)cc1	4	-15
CCCCCCCCCCCCCCCC[n+]1ccccc1	69*	-44
CN(C(=O)Cc1ccc(Cl)c(Cl)c1)C(CN1CCCC1)c1cccc(OCC(=O)O)c1 (configuration not stated)	8	4
COCCc1ncc(CN2C3CCC2CC(O)(c2ccc(F)cc2)C3)cn1 (configuration not stated)	2	-132
CC(C)Oc1cccnc1N(C)C1CCN(Cc2ccccc2)CC1	13	6
CCCc1ncc(CN2C3CCC2CC(O)(c2ccc(OC)cc2)C3)cn1 (configuration not stated)	6	-25
CNC(C)[C@H](O)c1ccccc1 (some centres not stated)	10	29
O=C(O)CN1CCN(CC(=O)O)CC(=O)[O][Hg][O]C(=O)C1	103*	-25
Cc1ccc2c(CC(=O)N(CCN(C)C)C3CCN(C)CC3)coc2c1	4	-32
CN1CCC(c2c[nH]c3ccc(O)cc23)CC1	16	19
Cc1[nH]c2ccc(F)cc2c1CC(=O)N(CCN(C)C)C1CCN(C)CC1	6	-30
CCC(CC)N1CCN(Cc2cc(OC)c(OC)c(OC)c2)CC1	4	-28

High-throughput results (PubChem)

These rows are one share of the data (hit frequency here may not be typical).
